QS inhibitor: S. aureus quorum sensing inhibitors, primary screen, RNAIII-GFP reporter, flow cytometry; hit rate 0.3% among 24,000; inhibition, % at 2 µM; S. aureus RN6390 RNAIII-GFP reporter, AIP-induced, flow cytometry 3 h; AID 527, 2006;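 active = share of bacteria positive for the green fluorescent reporter and its mean brightness both inhibited by 50% or more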;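 note: 0% = AIP-stimulated control and 100% = unstimulated bacteria without AIP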
QS inhibitor GFP MFI %: also measured in QS inhibitor; calls as there; inhibition, %; measured here: inhibition of GFP MFI
* hit, by the source's call.

SMILES	QS inhibitor	QS inhibitor GFP MFI %
O=C1c2oc3ccc(F)cc3c(=O)c2C(c2cccc(O)c2)N1CCCN1CCOCC1 (stereo not drawn)	15	31
Cc1ccc(C)c(-n2c(CNC(=O)c3ccco3)nnc2SCC(=O)Nc2nccs2)c1	-1	-5
CCCc1noc2c1C(c1ccoc1)C(C#N)=C(N)N2 (stereo not drawn)	-2	0
O=C(C1CCCN(Cc2ccc3c(c2)OCO3)C1)N1CCCC1 (stereo not drawn)	0	4
CCOc1cc(NC2CS(=O)(=O)CC2O)c(OCC)cc1NC(=O)c1ccccc1 (stereo not drawn)	-2	0
CN1CCN(CC(=O)Nc2ccc(Cl)cc2Cl)CC1	-4	-9
CCOCCCn1c(=S)[nH]c2ncccc2c1=O	-1	-10
CCOC(=O)N1CCN(C(=O)CSc2nnc(Cc3ccccc3)o2)CC1	1	7
O=C(c1cccs1)c1cn(CC(=O)N2CCc3ccccc3C2)c2ccccc12	-1	-4
N#Cc1c(N)nc(N2CCCC2)c(C#N)c1-c1ccc(Cl)cc1	0	-2
CCCCn1nc(C(=O)N2CCc3ccccc32)c2ccccc2c1=O	42	63
CCOC(=O)c1cnc2c(OC)cccc2c1N1CCN(c2ccc(OC)cc2)CC1	2	18
COc1cc(C(N)=O)ccc1OCc1ccccc1	-7	-18
CCOC(=O)c1cn(CC)c2cc(N3CCOCC3)c(F)cc2c1=O	-1	-27
O=C(CSc1nnc2sc3ccccc3n12)c1ccco1	0	-11
CCOc1ccccc1N1CCN(c2nc3ccccc3nc2C(C#N)C(=O)OC)CC1 (stereo not drawn)	0	-11
COc1cc(OC)c(N(C)C(=O)CCNC(=O)Cn2cnc3ccccc3c2=O)cc1Cl	-4	-12
Cc1sc(NC(=O)CSc2nnc(COc3ccccc3)n2C)c(C#N)c1C	-1	-40
C=C(C)Cn1c(CCNC(=O)CC)nc2ccccc21	-1	-6
CCOC(=O)c1oc2ccccc2c1NC(=O)c1cccc(OC)c1OC	16	27
O=S(=O)(c1ccc(OCC(O)CN2CCc3ccccc3C2)cc1)N1CCOCC1 (stereo not drawn)	-2	-4
COc1ccccc1OCC(=O)N(Cc1nc(-c2ccc(Cl)cc2)no1)C(C)C	4	-8
Cc1nc2ccccc2c(=O)n1/N=C/c1ccncc1	-6	-63
CCOC(=O)C1=C(c2ccccc2)N(C)C(=O)NC1c1ccc(O)c(OC)c1 (stereo not drawn)	4	11
COC(=O)c1ccc(CSc2nnc(-c3ccncc3)o2)o1	0	5
SMILES	QS inhibitor	QS inhibitor GFP MFI %
CCCS(=O)(=O)N1CCC(C(=O)NCCCOCC)CC1	-1	6
Cc1ccc(-c2nn(-c3ccccc3)cc2CN(Cc2ccccc2)C(=O)CCC(=O)O)o1	2	5
Cc1ccc(S(=O)(=O)N(CC(=O)NCc2ccco2)Cc2ccccc2F)cc1	1	5
NS(=O)(=O)c1ccc(CCNC(=O)NC2(C(F)(F)F)Oc3ccccc3O2)cc1	-4	-5
COc1ccc(-c2cc(C(F)F)n3ncc(C(=O)NCCCN4CCCC4=O)c3n2)cc1	8	16
Cc1cccc2cc(CN(Cc3nnnn3Cc3ccco3)C3CCCC3)c3nnnn3c12	-3	-13
COc1ccccc1OCc1ccc(C(=O)N2CCN3CCCC3C2)cc1 (stereo not drawn)	5	14
O=C(c1ccc2c(c1)OCO2)N1CCN=C1SCc1ccccc1	-1	-3
CCOC(=O)N1CCC(Nc2cc(C)nc3c(-c4ccccc4OC)c(C)nn23)CC1	-4	0
O=C(NCc1ccc2c(c1)OCO2)c1cnc2ccccn2c1=O	-6	-8
Cc1ccc2cc(C#N)c(NCCCNC(=O)C3CCCO3)nc2c1 (stereo not drawn)	0	-2
C=CCNC1=C(Cl)C(=O)N(c2ccccc2Cl)C1=O	-4	3
CCOC(=O)c1ccc2c(c1)N(Cc1ccccc1C)C(=O)c1ccccc1S2=O (stereo not drawn)	-2	0
Cc1ccccc1-c1nc2ccccc2c(=O)n1C1CCS(=O)(=O)C1 (stereo not drawn)	0	-1
CC(=O)OC1CSc2nc3ccccc3n2C1 (stereo not drawn)	37	73
COC(=O)C(Nc1nccs1)(OC)C(F)(F)F (stereo not drawn)	-4	-23
Cc1ccc(Cn2c(=S)[nH]c3ccc(N4CCOCC4)cc3c2=O)o1	16	53
CCC(=O)NCCNC(=O)c1c(SC)nsc1SC	0	-7
c1ccc(-c2noc(CSc3nnnn3-c3ccccc3)n2)cc1	-2	-16
COCCCNC(=O)Cn1nc(-c2ccc(C)cc2)ccc1=O	-2	-1
CCOc1ccc(CC(=O)N2CCN(c3ccc(N4CCOCC4)nn3)CC2)cc1OCC	-6	-20
CN(C)C(CN1C(=O)C2CC=CCC2C1=O)c1cn(C)c2ccccc12 (stereo not drawn)	0	4
CCOc1ccccc1NC(=O)CSc1nnc(Cn2c(=O)sc3ccccc32)n1C	0	-20
O=C(C1CCCN1S(=O)(=O)c1cccc2cccnc12)N1CCc2ccccc2C1 (stereo not drawn)	1	11
COc1ccc(Cn2c(=O)[nH]c3cc(C(=O)N4CCN(Cc5ccccc5)CC4)ccc3c2=O)cc1	24	25
SMILES	QS inhibitor	QS inhibitor GFP MFI %
COCCN1C(=O)C(=O)/C(=C(/O)c2cccc(OC)c2)C1c1ccncc1 (stereo not drawn)	-4	-5
CC(C)Sc1oc(-c2ccco2)nc1S(=O)(=O)c1ccccc1	12	17
O=C(CN1CCN(c2ccccc2F)CC1)c1ccc2c(c1)OCO2	-2	2
CCSC1=NCN(CCCC(=O)O)CN1	0	8
COCCNC(=O)CN1CCOc2ccccc21	-6	-17
CCOC(=O)c1c(C)oc2c1c1c(c3ccccc32)OCN(Cc2cccnc2)C1	4	6
CCS(=O)(=O)NCCc1cc2cc(C)c(C)cc2[nH]c1=O	1	7
O=C(Cn1cnc2ccccc2c1=O)NCC(=O)N1CCN(c2ccccn2)CC1	-2	6
Cc1ccccc1-n1c(Cn2c(=O)sc3ccccc32)nnc1SCC(=O)N1CCOCC1	5	26
CCC(C)NC(=O)CCNS(=O)(=O)c1ccc(Br)cc1 (stereo not drawn)	-2	-8
CC(C)OC(=O)CCCCCN1C(=O)CSC1=S	-1	1
O=C(NCCCc1ccccc1)c1cnc2n(c1=O)CCS2	56*	57*
Cc1cnc(N)c2c(=O)oc3ccccc3c12	-2	-9
CCOC(=O)N1CCN(C(c2ccccc2)c2sc3nc(C)nn3c2O)CC1 (stereo not drawn)	-1	-21
CN(C)CCCNC(=O)CCC1CCCCC1	0	4
Cc1ccccc1-c1noc(-c2cccs2)n1	-3	-20
O=C(CN1CCN(CC(=O)Nc2ccccc2C(F)(F)F)CC1)Nc1ccccc1F	-1	18
COc1cc(C(=O)N2CCN(C(=O)c3ccccc3)CC2)cc(OC)c1OC	-9	-10
CCOC(=O)N1CCN(C(=O)C2CCN(S(=O)(=O)CC)CC2)CC1	-3	-2
CC(C)Sc1oc(-c2ccco2)nc1S(=O)(=O)c1ccc(F)cc1	-1	-3
N#CCCN1CCN(Cc2cc(-c3ccccc3)ccc2O)CC1	7	19
CCc1cc2c(cc(C(=O)O)n2C)s1	2	12
Cc1ccc(CNC(=O)c2cc3c(=O)n(C)c4ccccc4c3n2C)o1	0	2
CN1C(=O)CSc2ccc(C(=O)O)cc21	2	1
COc1ccc2cc(CN(CCO)C(=O)c3ccc(Br)cc3)c(=O)[nH]c2c1	-1	-2

Ordered by the number under QS inhibitor (low to high): 6 of the compounds above
SMILES	QS inhibitor	QS inhibitor GFP MFI %
COCCNC(=O)CN1CCOc2ccccc21	-6	-17
CCOC(=O)N1CCN(C(=O)C2CCN(S(=O)(=O)CC)CC2)CC1	-3	-2
Cc1cnc(N)c2c(=O)oc3ccccc3c12	-2	-9
O=C(CN1CCN(CC(=O)Nc2ccccc2C(F)(F)F)CC1)Nc1ccccc1F	-1	18
CN(C)CCCNC(=O)CCC1CCCCC1	0	4
Cc1ccccc1-n1c(Cn2c(=O)sc3ccccc32)nnc1SCC(=O)N1CCOCC1	5	26

The listing continues.
SMILES	QS inhibitor	QS inhibitor GFP MFI %
CCN(CC)C(=O)COc1ccc2oc(C)c(C(=O)OC)c2c1	-5	-20
O=C(C1CCN(c2nnc(-n3cccc3)s2)CC1)N1CCOCC1	-1	-9
CC(C)(O)C#Cc1ccc(C(=O)NCc2cccs2)s1	0	-4
CCC(c1c(C)n(C)n(-c2ccccc2)c1=O)c1c(C)n(C)n(-c2ccccc2)c1=O	-2	0
CCC(C(=O)O)n1c(C(F)(F)F)nc2ccccc21 (stereo not drawn)	0	-2
Cc1ccc(C)c(NC(=O)c2ccc3c(c2)N(Cc2ccc(F)cc2)C(=O)CS3=O)c1 (stereo not drawn)	-2	-2
COc1ccc(/C=N/c2nc3ccccc3n2C)cc1OC	-1	-15
Cn1c(-c2ccc(C(C)(C)C)cc2)n[nH]c1=S	-3	-10
O=C(CSc1nccn1-c1cccc(Cl)c1)NC1CCCC1	-1	4
Fc1ccc(-c2nnc3ccc(N4CCCC4)nn23)cc1	10	22
COc1ccc(-c2nc(CSCC(=O)N3CCN(C(=O)c4ccco4)CC3)c(C)o2)cc1OC	-4	-8
CCOC(=O)C1CCN(C(=O)CCNC(=O)Cn2ccc3ccccc3c2=O)CC1	-6	-40
COC(=O)CNC(=O)c1cn(CC(C)C)c(=O)c2cc(OC)c(OC)cc12	-2	0
Cc1ccc2c(c1)NC(=O)C(CC(=O)NCCCN1CCN(c3cc(C)ccc3C)CC1)O2 (stereo not drawn)	0	2
CC1CCN(C(=O)CSc2nnc(CNC(=O)COc3ccc(Cl)cc3)o2)CC1	4	12
OCCCc1nc2n(n1)C(c1ccccc1Cl)C=C(c1cccs1)N2 (stereo not drawn)	11	19
O=C(Cn1ncc2c(=O)oc3ccccc3c21)NCCN1CCN(c2ccccc2F)CC1	-2	-2
O=C(CSc1nnc(Cn2c(=O)sc3ccccc32)n1-c1ccccc1)Nc1nccs1	-2	-3
O=C(NCCN1CCOCC1)NC1(C(F)(F)F)Oc2ccc(Cl)cc2O1 (stereo not drawn)	0	-29
CCOC(=O)c1cccc(NC(=O)C2CCC(CNc3c(N4CCOCC4)c(=O)c3=O)CC2)c1 (stereo not drawn)	-4	-17
Cc1noc(C)c1S(=O)(=O)N(CC(=O)N1CCCCCC1)c1ccc(C(C)C)cc1	2	-9
O=C(Nc1ccccc1C(=O)N1CCCCCC1)c1cccc(S(=O)(=O)N2CCOCC2)c1	-5	-8
O=C(C1CCC1)N1CCc2cc(S(=O)(=O)NCc3cccnc3)ccc21	6	29
CCN1CCN(c2cc(C)c3cc(NC(=O)Cc4ccc(OC)c(OC)c4)ccc3n2)CC1	-8	-24
N#CC1=C(N)N(c2ccccc2)C(c2ccco2)C1(C#N)C#N (stereo not drawn)	-6	-32
SMILES	QS inhibitor	QS inhibitor GFP MFI %
CCCOc1ccc(NC2=CC(=O)CC(C)(C)C2)cc1	-7	-13
COc1ccc(C(=O)NCCn2ccc3ccccc32)cc1	1	5
CCC(C)NC(=O)CCCCCn1c(=O)[nH]c2cc(OC)c(OC)cc2c1=O (stereo not drawn)	-2	-24
O=C1CC(N2CCC(C(=O)N3CCCCC3)CC2)C(=O)N1 (stereo not drawn)	-1	-20
COc1ccc(C(CC(=O)NC(C)(C)C)n2cccc2)cc1 (stereo not drawn)	1	17
Cc1cc(C)c(S(=O)(=O)N2CCN(CCO)CC2)c(C)c1	3	14
CCn1c(=O)c2cc(C(=O)Nc3cc(C)on3)sc2c2ccccc21	-5	-4
Cc1ccc(S(=O)(=O)C(C#N)c2nc3ccccc3nc2OC(C)C)cc1 (stereo not drawn)	0	-22
COc1ccccc1NC(=O)Cc1noc(CSc2cc(C)c3ccccc3n2)n1	43	63
CCOc1ccccc1-c1nc(-c2ccc(NC(=O)c3ccc(Br)o3)cc2)no1	0	49
COc1cc(NC(=O)CN2CCN(S(=O)(=O)c3ccc(C(C)C)cc3)CC2)cc(OC)c1	8	12
O=C(O)CN1C(=O)COc2cc(S(=O)(=O)N3CCCC3)ccc21	-2	-19
COc1ccc(Cl)cc1NC(=O)C1CSC(c2ccncc2)=N1 (stereo not drawn)	2	-4
CC(=O)Nc1ccc(NC(=O)Cn2cc3c(n2)CCCC3)cc1	-4	-35
NC1=NC(c2ccc(Br)cc2)n2c(nc3ccccc32)N1 (stereo not drawn)	-8	-13
O=C1CCCc2nc(N3CCCCC3)sc21	-1	-1
COCCn1c(=O)[nH]c2cc(C(=O)OC)ccc2c1=O	-4	-6
Cn1c(C(=O)N2COCC2(C)C)cc2c(=O)n3ccccc3nc21	-2	-25
Cc1cc(O)c(-c2cc(C(=O)Nc3ccc(S(=O)(=O)N4CCOCC4)cc3)[nH]n2)cc1C	-2	-11
O=C(Nc1ccccc1)c1ccc(NCC2CCCO2)c(S(=O)(=O)N2CCOCC2)c1 (stereo not drawn)	35	46
O=C(CCCC(=O)OCC(=O)NC1CCCC1)Nc1ccccn1	-1	1
O=C(CNS(=O)(=O)c1cccs1)N1CCc2ccccc2C1	-3	-2
O=C(CSc1ncn[nH]1)c1ccco1	0	5
CCN(CCCNC(=O)CC1Oc2ccc(C)cc2NC1=O)Cc1ccccc1 (stereo not drawn)	0	1
COc1cc(C(=O)NCC(c2cccnc2)N2CCN(c3ccccc3)CC2)cc(OC)c1OC (stereo not drawn)	-3	-8
COc1cccc(C(=O)N(CN2CCCC2=O)c2cc(C)on2)c1	0	31

Compound profiles, from the list above.
CCn1c(=O)c2cc(C(=O)Nc3cc(C)on3)sc2c2ccccc21 in the list: QS inhibitor: -5; QS inhibitor GFP MFI %: -4
O=C(CCCC(=O)OCC(=O)NC1CCCC1)Nc1ccccn1 in the list: QS inhibitor: -1; QS inhibitor GFP MFI %: 1

Fetched by structure from the entries so far, 2 records:
SMILES	QS inhibitor	QS inhibitor GFP MFI %
NC1=NC(c2ccc(Br)cc2)n2c(nc3ccccc32)N1 (stereo not drawn)	-8	-13
O=C(CCCC(=O)OCC(=O)NC1CCCC1)Nc1ccccn1	-1	1

Screens deposited in PubChem BioAssay by NMMLSC.

These rows are one share of the data. The share of hits here may be higher or lower than overall.
